FECH inh – human FECH heme synthesis enzyme inhibition; P22830; purified FECH, Ni-mesoporphyrin absorbance 550 nm; calls only at 10 µM (by protocol); 20,000 tested, 3.3% active; AID 1671448;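 active = enzyme reaction rate more than 3 SD below the solvent-only control wells on the same plate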;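 also: lower slope than DMSO wells means FECH inhibition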
Target sequence (P22830 whole entry, looked up): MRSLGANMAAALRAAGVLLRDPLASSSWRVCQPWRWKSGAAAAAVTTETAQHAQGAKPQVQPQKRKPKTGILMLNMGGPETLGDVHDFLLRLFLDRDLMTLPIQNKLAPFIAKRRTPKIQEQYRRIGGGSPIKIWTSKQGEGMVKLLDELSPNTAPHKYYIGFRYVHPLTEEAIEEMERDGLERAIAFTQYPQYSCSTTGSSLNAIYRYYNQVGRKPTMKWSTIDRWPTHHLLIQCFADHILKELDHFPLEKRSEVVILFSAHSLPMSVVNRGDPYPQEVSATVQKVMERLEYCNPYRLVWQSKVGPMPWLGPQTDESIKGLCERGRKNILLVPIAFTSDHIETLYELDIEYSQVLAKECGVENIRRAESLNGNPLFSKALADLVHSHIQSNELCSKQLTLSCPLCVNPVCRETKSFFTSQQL
Calls only; i = inactive; + = active, no number.

SMILES	FECH inh
Cn1c(=O)n(Cc2ccc(F)cc2)c(=O)c2cnc(-c3cccs3)nc21	i
O=C(CN1C(=O)CC(c2ccccc2)=Nc2ccccc21)Nc1ccc(Cl)cc1	i
CCn1c(-c2nccn2CC2CCCCO2)nc2ccccc21 (stereo unspecified)	i
CCNC(=O)[C@@H]1C[C@@H](N)CN1C(=O)CN1CCN(c2cccc(C)c2)CC1	i
COc1ccc(CCNC(=O)CN2c3ccc(C(C)C)cc3-c3ccccc3S2(=O)=O)cc1	i
COc1ccc(N2C(=O)CCS2(=O)=O)cc1S(=O)(=O)Nc1ccccc1C	i
c1ccc(-c2ncn(CCCc3cccnc3)c2C2CC2)cc1	i
CN(CCC1CCOCC1)C(=O)c1ccco1	i
CCc1cc(Sc2ccc(NC(=O)C3CC3)cc2)n2ncnc2n1	i
Cc1nc(NCCC2CCOC2)cc(C2CCNCC2)n1 (stereo unspecified)	i
Cc1cc(C)n(CCC(=O)NCc2cn[nH]c2-c2ccc(Cl)cc2)c(=O)n1	i
FC(F)(F)c1cccc(-c2ccn[nH]2)n1	i
COc1ccc(-c2cc(N3CCN(S(=O)(=O)c4cnn(C(F)F)c4C)CC3)ncn2)cc1	i
Cc1cccc(Nc2cc(C)nc3nc(-c4cccnc4)nn23)c1	i
CC1=NC2(CCN(C3CCN(C(=O)c4cccs4)CC3)CC2)C(=O)N1	i
COC(=O)c1ccc(NC(=O)CSc2ncnc3nc(N(C)C)sc23)cc1	i
COCCn1c(CCCC(=O)NCc2ccccc2)nc2cccnc21	i
Cc1cc(Cl)ccc1NS(=O)(=O)c1cc(N2C(=O)CCS2(=O)=O)ccc1C	i
COC(=O)[C@@H]1C[C@@H](N(C)C)CN1C/C=C/c1ccco1	i
O=C(Nc1ccc(F)c(F)c1)c1nc(N2CCCC2)c2oc3ccccc3c2n1	i
Cc1ccccc1NCc1cc(=O)n2[nH]c(-c3ccccc3C)nc2n1	+
Cc1cnc(CNC(=O)C2CC(=O)N(CC(C)C)C2)cn1 (stereo unspecified)	i
CN(C)CCNC(=O)c1cc2n(n1)CCN(C(=O)CC1CNCCO1)C2 (stereo unspecified)	i
Cc1ccccc1-c1nc(CSc2nc(-c3cccc(Cl)c3)cc(=O)[nH]2)c(C)o1	i
C=CCn1cc(CN2CCCC(c3nc(-c4cccnc4)no3)C2)c(C)n1 (stereo unspecified)	i
COc1ccccc1Cn1c(CNS(=O)(=O)c2ccc(Cl)cc2)nc2cccnc21	i
O=C(O)C1(C/C=C/c2ccccc2)CCCN(c2cnc3ccccc3n2)C1 (stereo unspecified)	i
O=[N+]([O-])c1cccc(S(=O)(=O)NCc2nc3cccnc3n2Cc2ccc(F)cc2)c1	i
CCCc1cc(Sc2ccc(NS(=O)(=O)c3ccc(C(C)(C)C)cc3)cc2)n2ncnc2n1	i
CCc1ccccc1NC(=O)N1CCC2(CC1)C(=O)NCCN2C	i
CCn1c(-c2nccn2-c2ccc3n[nH]nc3c2)nc2ccccc21	i
Cc1c(C(=O)N2CCCCC2)c(S(=O)(=O)NCCc2ccc(S(N)(=O)=O)cc2)c(C)n1C	i
CCc1c(C)nc2ncnn2c1Sc1ccccc1NC(=O)C1CC1	+
COCCCNC(=O)c1ccc(CN2C(=O)CCn3nc(-c4ccccc4)cc32)cc1	i
C/C=C/Cc1nnc(C(=O)N2CCCC(CO)(CC(C)C)C2)o1 (stereo unspecified)	i
Cc1ccc2c(c1)c(CNS(=O)(=O)NCc1ccccc1)nn2C	i
O=C(O)c1cc2n(n1)CCN(C1CCN(Cc3ccccc3)CC1)C2	i
CCOC(=O)C1CCCN(c2nc(SC)nc(-c3ccc(Cl)cc3)c2C#N)C1 (stereo unspecified)	i
CCN1CCN(Cc2cc(=O)n3[nH]c(-c4ccccc4C)nc3n2)CC1	i
Cc1ccc(-c2cc(Nc3ccccc3Cl)nc(C)n2)cc1	i
COc1ccc(OCc2nc(-c3ccc4c(c3)Sc3ccccc3C(=O)N4C)no2)cc1	i
CN(Cc1cn[nH]c1-c1ccccc1)C(=O)[C@H]1C[C@@H]2C=C[C@H]1C2	i
CC(NC(=O)c1ccccc1)c1nc(-c2ccc3c(c2)Sc2ccccc2C(=O)N3C)no1 (stereo unspecified)	i
COc1ccc(C(=O)N2CCC(OCC3=CCCN(C)C3)CC2)cc1	i
CC(=O)N1CCCn2nc(C(=O)NCC(c3ccc(C)o3)N(C)C)cc2C1 (stereo unspecified)	i
Cc1ccc(C2=CC(c3ccc(F)cc3)n3nc(NS(=O)(=O)c4ccc(C)cc4)nc3N2)cc1 (stereo unspecified)	i
CNS(=O)(=O)c1ccc(CN(Cc2ccsc2)Cc2ccco2)cc1	i
O=c1cc(CN2CCOCC2)nc2nc(NCc3ccccc3)[nH]n12	i
Cc1cccc(CN2CCCC(O)(CN(C)Cc3ccc4nonc4c3)C2=O)c1 (stereo unspecified)	i
COc1ccc(-c2nc(CN3CCC(=O)NCC3C)c(C)o2)c(OC)c1C (stereo unspecified)	i

Later entries:
SMILES	FECH inh
Cc1ccc(Nc2cc(C)nc(N3CCN(S(=O)(=O)c4ccc(F)cc4)CC3)n2)cc1	i
CN(CCCN1c2ccccc2CCc2ccccc21)C(=O)c1cn[nH]n1	i
CCOCCCNC(=O)c1ccc(CN2C(=O)CCn3nc(-c4cccc(Cl)c4)cc32)cc1	i
CCCc1cc(C(=O)N2C[C@@H](N)C[C@H]2C(=O)NC(C)C)ccn1	i
Cc1cc(C)cc(N2CCN(c3nc(C)nc4c3CCNC4)CC2=O)c1	i
O=C(NCCCn1c(C(F)(F)F)nc2cccnc21)NCc1cccc(F)c1	i
CCOc1ccc(CN2CCN(Cc3cc(C)cc(C)c3)C(=O)C2)cc1CO	i
COc1ccc(Cn2c(CNC(=O)c3ccco3)nc3cccnc32)cc1	i
O=C(CN1C(=O)C2CCCCN2c2ccc(C(=O)N3CCOCC3)cc21)Nc1ccc(Cl)cc1 (stereo unspecified)	i
COCCN(Cc1ccccn1)C(=O)c1cccc(-c2ccc(O)cc2)c1	i
Cc1cccc(Cc2nnc(NC(=O)N(C)Cc3cccs3)s2)c1	i
Cc1ccc2c(c1)-c1c(cnn1CC(=O)Nc1ccc(S(N)(=O)=O)cc1)CO2	i
Cc1cc(N2CCOCC2)n2nc(-c3cccnc3)nc2n1	i
COc1ccc(OC)c(NS(=O)(=O)c2cc(N3C(=O)CCS3(=O)=O)ccc2C)c1	i
CCOC(=O)Cc1ccc(NC(=O)Nc2ccc(Sc3c(CC)c(C)nc4ncnn34)cc2)cc1	i
CCOc1ccc(OCC)c(NC(=O)CN2C(=O)CN(C)C(=O)c3ccccc32)c1	i
Cn1c(=O)n(CCN2CCOCC2)c(=O)c2cnc(-c3cccs3)nc21	i
O=S(=O)(c1cccs1)N1CCC(n2c(C(F)(F)F)nc3cccnc32)CC1	i
Cn1nc2c(c1C(=O)N[C@@H]1c3ccccc3C3(CCNCC3)[C@H]1O)CCCC2	i
COc1ccccc1NS(=O)(=O)c1ccc2c(c1)CCN2C(=O)CCC(=O)N1CCCCCC1	i
COc1ccc(-c2csc(C)n2)cc1S(=O)(=O)Nc1ccc(S(N)(=O)=O)cc1	i
CN(C)CCn1ccnc1-c1cc(CN(C)C)cs1	i
O=C(c1ccc2c(c1)OCO2)N1CCC(O)(C2CCN3Cc4ccccc4N=C23)CC1 (stereo unspecified)	i
Cn1c(=O)c2c(-c3ccc(Br)cc3)c(Nc3ccccc3)oc2n(C)c1=O	i
Cc1ccc(OCC(=O)N2CCN(S(=O)(=O)c3cc4c5c(c3)CCN5C(=O)CC4)CC2)cc1	i
Fc1cccc(Nc2nc(N3CCN(c4ccccc4)CC3)nc3c2cnn3-c2ccccc2)c1	i
Cc1cc(NC(=O)Cn2ccc(-c3ccccc3C(F)(F)F)n2)n(C)n1	i
CC(C)c1nc(CCNc2ncnc3c2CCNC3)no1	i
Cc1ccsc1S(=O)(=O)N1CC(c2cccnc2)C1	i
COCCN1CCC(CN2CCN(c3cc(=O)[nH]c(N)n3)CC2)CC1	i
CCn1c(=O)n(-c2ccc(C)c(C)c2)c2nc(-c3ccc(F)cc3)nc(C(N)=O)c21	i
O=C(NC1CC1)c1nc[nH]c1C(=O)NCC1CCCCC1	i
Cc1ccccc1C(NC(=O)c1occc1C)c1ccncc1 (stereo unspecified)	i
CC(C)c1ccc2c(c1)-c1ccccc1S(=O)(=O)N2CC(=O)NCc1ccncc1	+
COc1cccc(-c2cc(N3CCN(C(=O)Nc4ccccc4OC)CC3)ncn2)c1	i
Cc1c(NC(=O)c2cccc(CN3CC[C@@H]4CCCC[C@H]4C3)c2)cnn1C	i
Cc1ccc2c(c1)c(CNC1CCN(Cc3ccccn3)CC1)nn2C	i
CCC(=O)Nc1ccccc1-c1nnc(SC(CC)C(=O)Nc2ccccc2)[nH]c1=O (stereo unspecified)	i
Cc1nc(C(C)NC(=O)CCc2c[nH]c3ccccc23)n[nH]1 (stereo unspecified)	i
Clc1ccc(C2CN(Cc3cc(-c4cccnc4)no3)CCO2)cc1 (stereo unspecified)	i
COc1cc(OC)c(NC(=O)CN2CCN(Cc3ccc(F)cc3Cl)S2(=O)=O)cc1Cl	i
COCCn1c(CNC(=O)CCc2ccccc2)nc2cccnc21	i
CCCn1cnc(NC(=O)c2cccc(CN3CCCC(O)C3)c2)n1 (stereo unspecified)	i
Cc1cc(C)cc(C(=O)Nc2cc(C)nn2-c2ncnc3c2cnn3-c2ccc(C)cc2C)c1	i
CSc1nccc(N2CCC3(CCCN(Cc4ccc(F)cc4)C3)C2)n1 (stereo unspecified)	i
Cc1cc(N2CC[C@@H](c3ccc4c(c3)OCO4)[C@H](O)C2)nc2cc(F)ccc12	i
Cc1ccc(CN2CCC(OCc3cccnc3)CC2)o1	i
CC1CCN(C(=O)CCNC(=O)c2cn(CC3CCCNC3)nn2)CC1 (stereo unspecified)	i
Cc1ccc(N2CCCS2(=O)=O)cc1NC(=O)COc1ccccc1C	i
CC(C)(C)CNC(=O)c1nc[nH]c1C(=O)N1CCCCC1	i

The listing continues:
SMILES	FECH inh
CC(=O)c1cc(C(=O)N2CCC(n3cc(C(C)(C)O)nn3)CC2)cs1	i
CCC1=C(c2ccc(OC)cc2)S(=O)(=O)N(CC(=O)NC(C)(C)C)C1=O	i
COc1ccc(-c2cc(N3CCN(C(=O)NCC(C)C)CC3)ncn2)cc1	i
CN1Cc2ccccc2CC1C(=O)NCc1ccc2c(c1)n(C)c(=O)n2C (stereo unspecified)	i
CC(=O)N1CCOC(CNC(=O)CCc2cccnc2)C1 (stereo unspecified)	i
COc1cccc(CCn2ccnc2C2CCOC(C)(C)C2)c1 (stereo unspecified)	i
CCc1c(C)nc2ncnn2c1Sc1ccc(NS(=O)(=O)c2cccc3nsnc23)cc1	i
CC(C)n1cnnc1CN(C)C(=O)CCc1nc(-c2ccccc2F)no1	i
Cn1cc(C2c3nc[nH]c3CCN2Cc2cccn2-c2nccs2)cn1 (stereo unspecified)	i
CCCc1cc(Sc2ccc(NC(=O)c3ccco3)cc2)n2ncnc2n1	i

Already shown: entries from further up.
SMILES	FECH inh
COc1cc(OC)c(NC(=O)CN2CCN(Cc3ccc(F)cc3Cl)S2(=O)=O)cc1Cl	i
COCCn1c(CNC(=O)CCc2ccccc2)nc2cccnc21	i
CCCn1cnc(NC(=O)c2cccc(CN3CCCC(O)C3)c2)n1 (stereo unspecified)	i
Cc1cc(C)cc(C(=O)Nc2cc(C)nn2-c2ncnc3c2cnn3-c2ccc(C)cc2C)c1	i
CSc1nccc(N2CCC3(CCCN(Cc4ccc(F)cc4)C3)C2)n1 (stereo unspecified)	i
Cc1cc(N2CC[C@@H](c3ccc4c(c3)OCO4)[C@H](O)C2)nc2cc(F)ccc12	i
Cc1ccc(CN2CCC(OCc3cccnc3)CC2)o1	i
CC1CCN(C(=O)CCNC(=O)c2cn(CC3CCCNC3)nn2)CC1 (stereo unspecified)	i
Cc1ccc(N2CCCS2(=O)=O)cc1NC(=O)COc1ccccc1C	i
CC(C)(C)CNC(=O)c1nc[nH]c1C(=O)N1CCCCC1	i
CC(=O)c1cc(C(=O)N2CCC(n3cc(C(C)(C)O)nn3)CC2)cs1	i
CCC1=C(c2ccc(OC)cc2)S(=O)(=O)N(CC(=O)NC(C)(C)C)C1=O	i
COc1ccc(-c2cc(N3CCN(C(=O)NCC(C)C)CC3)ncn2)cc1	i
CN1Cc2ccccc2CC1C(=O)NCc1ccc2c(c1)n(C)c(=O)n2C (stereo unspecified)	i
CC(=O)N1CCOC(CNC(=O)CCc2cccnc2)C1 (stereo unspecified)	i
COc1cccc(CCn2ccnc2C2CCOC(C)(C)C2)c1 (stereo unspecified)	i
CCc1c(C)nc2ncnn2c1Sc1ccc(NS(=O)(=O)c2cccc3nsnc23)cc1	i

(list continues)
SMILES	FECH inh
Cc1ccc(C2=CC(c3ccc(Cl)cc3)n3nc(NC(=O)c4cccc(Cl)c4)nc3N2)cc1 (stereo unspecified)	i
CC(C)C1CN(c2ncccc2C(=O)N2CCCCC2)CCCN1CC1CC1 (stereo unspecified)	i
O=C(CC1CCN(S(=O)(=O)c2ccccc2)CC1)NCCCN1CCOCC1	i
Cn1ccc(C(=O)NCc2nc(-c3cccc(F)c3)c(-c3ccccn3)[nH]2)n1	i
C=CCN(C(=O)c1cnc(C(C)C)nc1C)C(C)C	i
CCN(CC)C(=O)C1CCCN(CC(=O)Nc2c(C)nn(CC)c2C)C1 (stereo unspecified)	i
O=C(NC1CC(=O)N(c2cccc(F)c2)C1)c1cccs1 (stereo unspecified)	i
CNC(=O)[C@@H]1C[C@H](N)CN1S(=O)(=O)c1sccc1C	i
c1ccc(Nc2nc(NCCN3CCOCC3)nc3c2cnn3-c2ccccc2)cc1	i
COC(=O)c1cc2n(n1)CCN(C(=O)CCN1CCCCO1)C2	i
COc1ccccc1NC(=O)Nc1nc(CC(=O)Nc2cc(Cl)ccc2C)cs1	i
CN(CCOc1ccccc1)c1ncnc2[nH]ccc12	+
CC(C)Cc1ccc(S(=O)(=O)N2CCN(Cc3nc4cccnc4n3-c3ccccc3)CC2)cc1	i
COc1cccc(-c2noc(CSCC(=O)Nc3ccccc3C(F)(F)F)n2)c1	i
COc1ccc(NC(=O)c2ccc(CN3C(=O)CCn4nc(C)cc43)cc2)c(OC)c1	i
CC(C)(C)NS(=O)(=O)c1cc(C(=O)N2CCCC2)cs1	i
CCC(CC)n1nc(C)cc1NC(=O)CC1CCOCC1	i
Cc1ccc(-c2nc(CNc3ccnc(C)n3)[nH]c2-c2ccccn2)cc1	i

A portion of the library (hit frequency here may not be typical).
